Screens deposited in PubChem by National Center for Advancing Translational Sciences (NCATS).
D1 agonist: Allosteric Agonists of the Human D1 Dopamine Receptor: qHTS; HEK293 T-REx D1 cells, calcium flux, agonist mode; activation, % at 2 µM; 360,000 tested, 1% active; AID 504660, 2011; further: 0% is about no effect
Target sequence (P21728 whole entry, looked up): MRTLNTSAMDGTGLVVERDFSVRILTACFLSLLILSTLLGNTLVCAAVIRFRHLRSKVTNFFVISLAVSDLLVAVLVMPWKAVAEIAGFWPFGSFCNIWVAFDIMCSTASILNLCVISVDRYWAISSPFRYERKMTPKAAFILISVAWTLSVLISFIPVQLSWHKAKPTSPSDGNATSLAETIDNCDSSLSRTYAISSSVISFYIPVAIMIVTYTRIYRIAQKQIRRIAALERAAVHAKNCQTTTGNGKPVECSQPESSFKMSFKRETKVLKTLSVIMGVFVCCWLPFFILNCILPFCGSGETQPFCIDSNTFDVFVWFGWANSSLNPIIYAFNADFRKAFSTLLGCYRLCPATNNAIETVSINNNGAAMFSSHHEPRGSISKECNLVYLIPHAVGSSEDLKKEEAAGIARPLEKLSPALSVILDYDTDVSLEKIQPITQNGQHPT
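Agonism was scored from calcium flux recorded over 180 s (1 read/s) after pintool compound addition, following a 10-cycle baseline. Cells were inducible force-coupled HEK293 TREx D1, plated overnight at 30 C and loaded with no-wash calcium dye.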
D2 potentiator: HTS Assay for Positive Allosteric Modulators of the Human D2 Dopamine Receptor: Primary Screen for Potentiators; D(2) dopamine receptor (Homo sapiens), P14416; HEK293 T-REx D2, calcium flux, EC20 dopamine potentiation; potentiation, % at 10 µM; 340,000 tested, 0.34% active; AID 485347, 2010;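 active means potentiation over 3 SD above the plate norm, cut at about 30% in these data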; further: 0% is about no effect
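Primary screen. Calcium kinetics in induced HEK293 T-REx D2 cells: compound pre-addition 180 s, EC20 dopamine, 180 s more.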
D2 ag: HTS Assay for Allosteric Agonists of the Human D2 Dopamine Receptor: Primary Screen for Agonists; AID 485358, 2010; HEK293 T-REx D2 cells, calcium flux agonist mode; activation, % at 2 µM; 340,000 tested, 0.53% active;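 active means activation over 3 SD above normal in the single-dose calcium agonist read, cut at about 30% in these data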; further: 0% is about no effect
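HEK293 Trex D2 cells, tetracycline-induced, o/n 30 C 5% CO2; no-wash Ca dye, RT 30–90 min; 10-cycle baseline, 23 nl cpd added, kinetic Ca read 180 s; agonist hits = positive Ca response.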
D1 antag: Antagonist of Human D 1 Dopamine Receptor: qHTS | D(1A) dopamine receptor (Homo sapiens), P21728 | HEK293 TREx D1 cells, calcium flux, dopamine EC80; active compounds read low | activity change, negative = inhibition, % at 10 µM | AID 504652, 2011 | 360,000 tested, 3.2% active; in the data active means activity change below about -30%; further: on the % scale 0 is the no-effect control and ±100 the full control effect
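After overnight tetracycline induction at 30 C, force-coupled D1 HEK293 cells took up a no-wash calcium dye at room temperature. Compounds were added and monitored 180 s, and the response to EC80 dopamine was then recorded.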
TRHR PAM: qHTS for Small Molecule Agonists and Allosteric Enhancers of Human TRH Receptor: Primary Screen for Enhancers; Thyrotropin-releasing hormone receptor (Homo sapiens), P34981; TRHR cells, fluo-8 calcium fluorescence, EC20 TRH enhancement; enhancement, % at 2 µM; 360,000 tested, 0.66% active; in the data active means enhancement above about 30%; further: 0% is about no effect
Target sequence (P34981 whole entry, looked up): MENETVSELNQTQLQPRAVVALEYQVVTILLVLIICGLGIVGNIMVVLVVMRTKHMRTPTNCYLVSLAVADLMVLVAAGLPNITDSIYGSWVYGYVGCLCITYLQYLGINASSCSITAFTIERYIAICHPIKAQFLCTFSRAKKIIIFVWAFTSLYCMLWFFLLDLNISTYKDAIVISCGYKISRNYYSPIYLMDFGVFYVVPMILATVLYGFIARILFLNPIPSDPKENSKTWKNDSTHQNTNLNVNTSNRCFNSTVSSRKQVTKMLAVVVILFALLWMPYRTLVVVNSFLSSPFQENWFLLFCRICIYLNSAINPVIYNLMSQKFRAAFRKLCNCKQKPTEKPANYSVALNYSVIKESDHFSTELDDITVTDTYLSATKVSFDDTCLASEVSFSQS
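Enhancer read-out: after compound pinning and an initial kinetic agonist-mode read, an EC20 of TRH (10 nM final) was injected and fluo-8 calcium signal (Ex 480/Em 530) followed at 1 s/cycle for 100 cycles in TRHR-expressing cells.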
D1 PAM: Potentiators of Human D1 Dopamine Receptor: qHTS; D(1A) dopamine receptor (Homo sapiens), P21728; HEK293 TREx D1 cells, calcium flux, dopamine EC20 potentiation; potentiation, % at 10 µM; 360,000 tested, 0.036% active; AID 504651, 2011; in the data active means potentiation above about 30%; further: 0% is about no effect
RXFP1 antagonist: qHTS Assay for Antagonists of the Relaxin Receptor RXFP1; Relaxin receptor 1 (Homo sapiens), Q9HBX9; HEK293-RXFP1, relaxin-stimulated cAMP HTRF, 30 min; active compounds read low; activity change, negative = inhibition, % at 57.5 µM; 350,000 tested, 0.59% active;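 active means activity change of -60% or lower, but not beyond a set lower limit; inconclusive means change between -60% and -40%, or beyond the set limit; inactive means change above -40%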; further: on the % scale 0 is the no-effect control and ±100 the full control effect
TRHR ag: qHTS for Small Molecule Agonists and Allosteric Enhancers of Human TRH Receptor: Primary Screen for Agonists. Thyrotropin-releasing hormone receptor (Homo sapiens), P34981. TRHR cells, calcium flux fluo-8, FDSS agonist mode. activation, % at 2 µM. 360,000 tested, 0.18% active; further: 0% is about no effect
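Fluo-8-loaded TRHR cells; 10 s baseline, compound added, kinetic Ca2+ fluorescence read 1/s, agonist mode.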
D2 antag: HTS Assay for Allosteric Antagonists of the Human D2 Dopamine Receptor: Primary Screen for Antagonists; D(2) dopamine receptor (Homo sapiens), P14416; HEK293 TREx D2 cells, calcium flux, dopamine EC80; inhibition, % at 10 µM; 340,000 tested, 2% active; in the data active means inhibition above about 30%; further: 0% is about no effect
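Inhibition of EC80 dopamine-driven calcium flux, recorded kinetically, defines activity here; cells are a tetracycline-induced HEK293 T-REx line expressing force-coupled D2.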
* = called active by the depositor; ? = inconclusive; / = no result given; & = joins results of further samples. Unless noted, no stated cut-off is given here; in the data, active means activation above about 30%; inactive means the rest.

SMILES | D1 agonist | D2 potentiator | D2 ag | D1 antag | TRHR PAM | D1 PAM | RXFP1 antagonist | TRHR ag | D2 antag
c1ccc2sc(N3CN(CCN4CCOCC4)CN(c4nc5ccccc5s4)C3)nc2c1 | 2 | -10 | -0.8 | -4 | 18 | -4 | 3 | 0.2 | 11
CN1c2ccccc2C(C)(C)C12C=Nc1c(cc(N3CCOCC3)c3ccccc13)O2 (stereo not drawn) | 4 | 10 | 0.1 | 8 | 3 | -6 | 4 | 1.3 | 2
COc1ccccc1-c1nc(-c2ccc(Br)cc2)no1 | 10 | -4 | 0.3 | -2 | 4 | -4 | 12 | 0.4 | -8
Cc1ccc(NC(=O)COc2ccccc2C(N)=O)cc1S(=O)(=O)N1CCCCCC1 | 6 | -6 | 0.4 | -7 | 4 | -1 | -14 | 0.4 | -7
CCOc1ccccc1NC(=O)NNS(=O)(=O)c1cc(C)ccc1C | 2 | 4 | 0.2 | -19 | -4 | -3 | -4 | 0.0 | -4
CSc1ccccc1NC(=O)CN(C)Cc1ccc(Br)cc1 | 8 | -2 | -1.6 | 13 | -3 | -6 | -18 | -0.5 | -13
CC(=O)Nc1ccc(NC(=O)C(C)c2cccc(C(=O)c3ccccc3)c2)cc1 (stereo not drawn) | 4 | -7 | -0.8 | 6 | -1 | -1 | 2 | 0.0 | 2
COc1cc(/C=N/NC(=O)CN(Cc2ccco2)S(=O)(=O)c2ccccc2)ccc1O | 0 | 2 | -0.7 | -23 | -3 | -7 | -11 | -2.2 | -14
O=C(Nc1cccc(S(=O)(=O)NC2=NCCCCC2)c1)C1COc2ccccc2O1 (stereo not drawn) | 4 | -7 | 4.7 | -7 | -7 | -2 | -14 | -0.8 | 5
Cc1cccc(S(=O)(=O)Nc2nc3ccccc3nc2Nc2cccc(C(=O)O)c2)c1 | 0 | -2 | -0.2 | -5 | -2 | -11 | -6 | -0.1 | -4
Oc1ccccc1N1CCN(c2ncccn2)CC1 | 2 | -8 | 2.1 | -1 | -7 | -2 | 23 | 0.4 | -24
CCCn1c(C)cc(C(=O)COC(=O)c2nccnc2N)c1C | -1 | 10 | 0.5 | 11 | -4 | 1 | -7 | -1.8 | 3
O=C(Cc1ccccc1[N+](=O)[O-])Nc1ccccc1C(=O)N1CCOCC1 | -1 | -3 | 0.7 | -14 | 21 | 9 | -2 | -0.3 | -1
FC(F)(F)c1nc2ccccc2[nH]1 | 4 | 5 | 0.3 | -4 | 2 | 4 | 2 | 0.5 | -5
CCn1c(SCC(=O)O)nnc1-c1cc2c(C)nn(-c3ccccc3)c2s1 | 4 | 1 | 0.2 | -1 | 11 | -1 | 5 | -0.2 | 0
Cn1c(SCc2n[nH]c(=S)n2-c2ccccc2)nnc1-c1ccccc1 | 2 | 5 | 1.1 | 5 | 20 | -2 | -4 | 0.6 | 20
COc1cc(/C=N/NC(=O)c2ccccc2)ccc1O | 2 | / | / | -24 | -2 | -5 | 4 | -0.4 | /
Cc1ccc(NC(=O)c2ccc3nsnc3c2)c(Cl)c1 | 1 | 1 | 0.3 | 17 | -2 | -4 | 1 | -0.8 | 1
Cc1ccc(-c2nnc(N3CCCCC3)c3ccccc23)cc1 | 10 | 4 | 4.7 | -12 | -4 | -11 | -11 | 2.2 | 7
CCn1c(SCC(=O)Nc2ccc3c(c2)OCCO3)nnc1C1CC1 | -2 | -22 | 0.0 | -9 | -10 | -2 | -14 | 0.4 | 8
COc1ccc(N2CC(C(=O)NCCc3ccc(OC)c(OC)c3)CC2=O)cc1 (stereo not drawn) | 1 | 2 | -1.2 | 11 | -3 | -2 | -2 | 0.1 | 10
COc1cc(NC(=O)C2CCCN2C(=O)C2CCC(C)CC2)cc(OC)c1OC (stereo not drawn) | 5 | -9 | 0.3 | 0 | 2 | 5 | / | -0.1 | 2
CCCC(=O)NCCc1cc(OC)c(OC)cc1Br | 5 | 13 | 0.3 | -1 | -1 | 0 | -10 | -0.1 | 5
COc1ccccc1CNC(=O)CN1C(=O)COc2ccc(S(=O)(=O)NC3CCCC3)cc21 | 0&0 | -10&-4 | -2.1 | -6&1 | -3&2 | -6&-2 | 8&14 | -0.1&-0.3 | -5
CCn1ccnc1CNC(=O)CC1C(=O)NCCN1CC(c1ccccc1)c1ccccc1 (stereo not drawn) | 8 | 18 | 0.0 | 5 | -6 | 5 | 3 | 0.5 | 15

Brought forward from above: 7 entries, followed by the next part.
SMILES | D1 agonist | D2 potentiator | D2 ag | D1 antag | TRHR PAM | D1 PAM | RXFP1 antagonist | TRHR ag | D2 antag
Cc1ccc(-c2nnc(N3CCCCC3)c3ccccc23)cc1 | 10 | 4 | 4.7 | -12 | -4 | -11 | -11 | 2.2 | 7
CCn1c(SCC(=O)Nc2ccc3c(c2)OCCO3)nnc1C1CC1 | -2 | -22 | 0.0 | -9 | -10 | -2 | -14 | 0.4 | 8
COc1ccc(N2CC(C(=O)NCCc3ccc(OC)c(OC)c3)CC2=O)cc1 (stereo not drawn) | 1 | 2 | -1.2 | 11 | -3 | -2 | -2 | 0.1 | 10
COc1cc(NC(=O)C2CCCN2C(=O)C2CCC(C)CC2)cc(OC)c1OC (stereo not drawn) | 5 | -9 | 0.3 | 0 | 2 | 5 | / | -0.1 | 2
CCCC(=O)NCCc1cc(OC)c(OC)cc1Br | 5 | 13 | 0.3 | -1 | -1 | 0 | -10 | -0.1 | 5
COc1ccccc1CNC(=O)CN1C(=O)COc2ccc(S(=O)(=O)NC3CCCC3)cc21 | 0&0 | -10&-4 | -2.1 | -6&1 | -3&2 | -6&-2 | 8&14 | -0.1&-0.3 | -5
CCn1ccnc1CNC(=O)CC1C(=O)NCCN1CC(c1ccccc1)c1ccccc1 (stereo not drawn) | 8 | 18 | 0.0 | 5 | -6 | 5 | 3 | 0.5 | 15
COCCN(C(=S)Nc1cccc(C)c1C)C(C)c1ccco1 (stereo not drawn) | 2 | -1 | -0.5 | 18 | -8 | -6 | 8 | 0.1 | -2
O=C(/C=C/c1c[nH]c2ccccc12)c1cccc2ccccc12 | 4 | -9 | 2.2 | -27 | -7 | -8 | -10 | 3.6 | -16
COc1ccc(Cl)cc1NS(=O)(=O)c1cccc(C(=O)NC2CCC(O)CC2)c1 (stereo not drawn) | 4 | 7 | -0.7 | 26 | 2 | 3 | -10 | 0.3 | 7
O=[N+]([O-])c1ccc(-c2cn(-c3ccc(Cl)cc3)c(=S)[nH]2)cc1 | 0 | 1 | -1.3 | -2 | -10 | -3 | -2 | -0.6 | -11
Cc1cc(C(=O)Nc2ccc3c(c2)CCC3)c2ccccc2n1 | 4 | -2 | -0.9 | 9 | 2 | -4 | -13 | -0.1 | -4
CCC1Oc2ccc(C)cc2N(CC(=O)N2CCN(c3ccc(F)cc3)CC2)C1=O (stereo not drawn) | 0 | -7 | -2.1 | 0 | -4 | -3 | / | -0.5 | -6
CCCCCCOC(=O)Cc1c(C)nc(N)[nH]c1=O | 1 | / | / | 5 | -2 | 2 | -5 | 0.0 | /
C=CCN1C(=O)C2(C(C#N)=C(N)Oc3n[nH]c(CCC)c32)c2ccccc21 (stereo not drawn) | 2 | 14 | 0.0 | -12 | 4 | 17 | -1 | 2.1 | 0
CCC(C)NC(=O)c1csc2c1CCCCC2 (stereo not drawn) | 3 | 5 | -1.3 | 4 | 0 | -3 | 3 | -0.8 | 12
Cc1ccc(NC(=O)c2ccc(CSc3nnc(C)s3)cc2)c(C)c1 | 2 | 15 | -0.8 | -12 | 18 | -3 | -4 | -0.7 | 7
Cn1c(=O)c2c(nc(CN3CCN(c4ccccc4)CC3)n2Cc2ccccc2Cl)n(C)c1=O | 2 | 6 | -1.5 | 6 | 8 | 7 | -18 | -1.1 | 5
COc1ccccc1NC(=O)C(C)OC(=O)Cc1ccsc1 (stereo not drawn) | 0 | -2 | 0.3 | 2 | 12 | 3 | 7 | -1.0 | -15
Cc1ccccc1-n1ccnc1SCC(=O)NCc1ccco1 | 2 | 22 | 0.1 | -20 | -3 | -2 | -19 | -0.5 | 7
COc1ccc(C)cc1-n1nnnc1SCc1csc(C)n1 | 0 | / | / | -8 | -4 | -9 | -1 | -1.5 | /
Cc1cc(/C=C2/NC(=O)N(c3ccccc3)C2=O)c(C)n1-c1cccnc1 | 10 | / | / | -2 | 28 | -1 | -13 | -0.1 | /
COc1ccc(C(CNC(=O)CNC(=O)c2ccccc2Cl)N2CCCC2)cc1 (stereo not drawn) | 0 | 11 | -0.1 | 4 | 13 | -6 | 5 | 0.0 | -13
Cc1ccc(-c2[nH]nc3c2C(c2cccnc2)C(C#N)=C(N)O3)cc1 (stereo not drawn) | 1 | 18 | -2.4 | 9 | 2 | -2 | 8 | -1.0 | -5
CC(=O)c1cccc(OCC(=O)Nc2cccc(C(=O)Nc3c(C)n(C)n(-c4ccccc4)c3=O)c2)c1 | 1 | 24 | 0.6 | -3 | 6 | 1 | 4 | 0.0 | -7
CCOC(=O)c1sc(Nc2ccc(Br)cc2)nc1C | 3 | / | / | -10 | 0 | -3 | -28 | 1.0 | /
Cc1cc(C2C(=O)CC(=O)CC2c2ccccc2)on1 (stereo not drawn) | 3 | -2 | 1.2 | -5 | -7 | 2 | -7 | 1.4 | -7
OCCNCc1cc(Br)ccc1OCc1ccc(F)cc1 | 21 | -19 | -0.3 | 4 | 10 | -8 | 4 | -0.3 | 15
CC(C)CC1NC(=O)N(Cc2cc(=O)n3ccsc3n2)C1=O (stereo not drawn) | 1 | -1 | 0.3 | -2 | -2 | -4 | -4 | -0.2 | 4
O=C(CSc1nncs1)NCCCc1ccccc1 | 6 | / | / | -5 | -2 | 0 | 2 | -1.0 | /
O=C(Nc1ccccc1)c1sc2cc(C(F)(F)F)cnc2c1-c1cccs1 | 0 | 11 | -0.2 | / | 2 | 0 | -18 | 0.7 | -3
COc1ccc(S(=O)(=O)N2CCC(c3ccncc3)CC2)cc1OC | 5 | -6 | 0.1 | 9 | -4 | -4 | -2 | 0.2 | /
COc1ccc(C)cc1-n1[nH]nnc1=S | 3 | -10 | 2.0 | -1 | 5 | 5 | -2 | -0.9 | -19
O=C(CN(Cc1ccccc1F)C(=O)Cn1nnc(-c2cccs2)n1)NC1CCCCC1 | -1 | -5 | -0.7 | 3 | -2 | -1 | -12 | 0.0 | -11
Cc1ccc(NS(=O)(=O)c2ccc(C(=O)N3CCOCC3)cc2)cc1 | 21 | -4 | 0.0 | -12 | 7 | -4 | 5 | 0.6 | 1
O=c1[nH]c(/C=C2\C=Nc3ccccc32)c(O)n1Cc1ccccc1F | 4 | 12 | 1.3 | 5 | 23 | -4 | ? | 0.7 | 7
